# Bioassay records as filed in PubChem.
# AmpC inh no detg = AmpC beta-lactamase inhibition without detergent; P00811; AmpC nitrocefin hydrolysis, absorbance 480 nm, 0.0001% Triton; Potency, µM (highest dose often 57.1 µM), for the others: top-dose activity change, negative = inhibition, hits mostly inhibitors; hit rate 0.52% among 330,000; AID 485341;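 note: potency is the fitted concentration of half-maximal effect; plate controls were no compound for no effect and no enzyme for full effect; nearly all actives have a fitted effect of over 20% in size; some results filed as inactive show a strong effect at the top dose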
# Target sequence (P00811 whole entry, looked up): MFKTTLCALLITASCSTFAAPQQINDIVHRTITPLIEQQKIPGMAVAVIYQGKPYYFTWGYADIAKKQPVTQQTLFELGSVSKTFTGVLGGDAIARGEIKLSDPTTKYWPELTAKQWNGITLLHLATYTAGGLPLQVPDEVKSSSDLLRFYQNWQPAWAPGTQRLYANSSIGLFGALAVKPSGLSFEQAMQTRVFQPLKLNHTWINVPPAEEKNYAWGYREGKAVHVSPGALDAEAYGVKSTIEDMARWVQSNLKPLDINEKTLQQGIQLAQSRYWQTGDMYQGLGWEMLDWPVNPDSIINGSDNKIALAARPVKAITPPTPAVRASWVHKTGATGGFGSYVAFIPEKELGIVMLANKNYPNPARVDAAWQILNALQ
#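 AmpC (5.3 nM in the dispensed reagent) in 20 mM phosphate pH 7.0 with 0.01% (detergent screen) or 0.0001% Triton X-100 was preincubated with compounds for 15 min at room temperature. Nitrocefin was then added from an 800 uM solution, and hydrolysis was followed at 480 nm.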
# LmPK inhibitor = inhibitors of Leishmania mexicana pyruvate kinase | Q27686 | purified LmPK, Kinase-Glo ATP luminescence, 1 h | Potency, µM (doses to about 57.5 µM), without a hit: at the top dose activity change, negative = inhibition, usual class: inhibitors | hit rate 0.37% among 290,000; note: potency is the fitted concentration of half-maximal effect
# Target sequence (Q27686 whole entry, looked up): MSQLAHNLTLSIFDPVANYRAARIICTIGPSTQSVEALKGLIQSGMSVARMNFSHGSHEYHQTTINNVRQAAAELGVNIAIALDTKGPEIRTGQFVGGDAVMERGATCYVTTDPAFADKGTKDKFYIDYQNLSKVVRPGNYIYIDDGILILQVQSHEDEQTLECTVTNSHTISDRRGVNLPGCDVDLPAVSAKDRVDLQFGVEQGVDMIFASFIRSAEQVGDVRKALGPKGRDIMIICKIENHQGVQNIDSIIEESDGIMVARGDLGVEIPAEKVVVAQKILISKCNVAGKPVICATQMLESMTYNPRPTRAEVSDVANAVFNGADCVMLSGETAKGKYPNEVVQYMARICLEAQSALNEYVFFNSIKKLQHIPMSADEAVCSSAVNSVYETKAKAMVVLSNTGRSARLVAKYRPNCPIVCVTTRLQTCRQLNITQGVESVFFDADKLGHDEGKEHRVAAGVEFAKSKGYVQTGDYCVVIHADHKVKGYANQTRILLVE
#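 Pyruvate kinase activity monitored as ATP production (luciferase luminescence). Conditions: 0.1 nM enzyme, 0.5 mM PEP, 0.1 mM ADP, 1 h, RT; normalized against uninhibited and no-enzyme wells.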
# HCMV antiviral = inhibitors of human cytomegalovirus | AID 1259415 | HFF cells, HCMV-luciferase reporter, 72 h; active compounds read low | activity change, negative = inhibition, % at 57.5 µM | hit rate 4.5% among 410,000; in the data active = activity change below about -60%; inconclusive = no clear call, values can overlap the other calls; inactive = above about -39%
#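 Human foreskin fibroblasts infected with luciferase-reporter HCMV at MOI 1 PFU/cell, compounds at two doses. Luciferase measured 72 h post infection; normalized to buffer-only basal and Salinomycin (10uM) controls.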
# HCV inh = blocks hepatitis C virus; Huh7.5.1 HCVcc-Cre infection, luciferase reporter, 44 h; Potency, µM (titrated, usually from 41.8 µM), without a hit: at the highest dose activity change, negative = inhibition, usual class: inhibitors; hit rate 3.4% among 340,000; AID 651820; note: potency is the fitted concentration of half-maximal effect
#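 Cells (1,000/well) were plated 4 h before compound, then infected with HCVcc-Cre virus (~0.5 moi). After 44 h further culture, infection was read as luciferase luminescence following a 15 min substrate incubation at room temperature.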
# AmpC detergent = blocks E. coli AmpC beta-lactamase in detergent assay | AmpC hydrolysis of nitrocefin, absorbance 480 nm, 0.01% Triton | Potency, µM (highest dose often 114 µM), without a hit: at the top dose activity change, negative = inhibition, usual class: inhibitors | hit rate 0.041% among 370,000 | AID 485294;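 note: potency is the fitted concentration of half-maximal effect; 0% = no-compound wells and -100% = no-enzyme wells; nearly all actives have a fitted effect of over 25% in size; some results filed as inactive show a strong effect at the top dose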
#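 20 mM phosphate pH 7.0 + 0.01% (detergent screen) or 0.0001% Triton X-100; 5.3 nM AmpC reagent; cpd preinc 15 min RT; nitrocefin (800 uM stock) to start; A480 q20 s × 4 min; Activity was normalised to no-enzyme and no-compound control wells.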
# Tb PYK inh = T. brucei pyruvate kinase inhibition; Q57TT1; TbPYK enzyme, Kinase-Glo Plus ATP luminescence, 45 min; Potency, µM (highest dose often 76.8 µM), for inactives: top-dose activity, negative = inhibition, most hits filed as inhibitors; hit rate 0.12% among 410,000; AID 624173; note: potency is the fitted concentration of half-maximal effect; nearly all actives have a fitted effect of over 50% in size
#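 Quantitative HTS: titrated library compounds versus trypanosomal pyruvate kinase in TEA buffer (pH 7.2) containing KCl, MgCl2, BSA and Tween-20. Reactions were initiated with ADP, 130 uM final. Kinase-Glo Plus luminescence was read after 45 min at RT.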
# AMA1 RON2 block = disrupts binding of P. falciparum AMA1 to RON2. Potency, µM (highest dose often 58.2 µM), for inactives: at the top dose activity change, negative = inhibition, most hits filed as inhibitors. AID 720542. hit rate 0.2% among 360,000. AlphaScreen AMA1-biotinylated RON2 peptide binding;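 note: potency is the fitted concentration of half-maximal effect; 0% = vehicle wells and -100% = peptide control; nearly all actives have a fitted effect of over 45% in size; some results filed as inactive show a strong effect at the top dose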
#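 AMA1 (3D7) with his tag at 25 nM final met compounds first, then biotinylated RON2 peptide at 25 nM; detection used donor plus acceptor beads, 10 µg/mL apiece, read by AlphaScreen after 30 min at room temperature.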
# * hit, by the source's call; ? = inconclusive; · = no result given; [ ] = another dose, or the depositor's remark. Unless noted, calls come from the whole dose curve; as a rule, active = well fitted curve in the direction sought with a large enough effect; inconclusive = small, poorly fitted or top-dose-only effect, or another doubt; inactive = no such curve, though single readings can be large; an effect the other way counts as inactive or inconclusive. Unless noted, % is set by controls: 0 for no effect and ±100 for the full control effect.
item	compound	AmpC inh no detg	LmPK inhibitor	HCMV antiviral	HCV inh	AmpC detergent	Tb PYK inh	AMA1 RON2 block
1	Cc1nnc(SC2CC(=O)N(c3ccccc3)C2=O)s1 (stereo not drawn)	-8%	5%	-13	?	3%	-6%	-1%
2	Cc1ccc(NC(=O)CN(C)C(=O)c2ccc(NS(=O)(=O)c3cccc([N+](=O)[O-])c3)cc2)cc1	-27%	·	25	0%	·	0%	0%
3	Cc1cc(NS(=O)(=O)c2ccc(C(C)C)cc2)no1	-14%	4%	54	17%	-10%	6%	6%
4	CCC(C)NC(=O)c1ccc(CSc2nc3ccncc3n2Cc2ccc(F)cc2)cc1 (stereo not drawn)	-19%	0%	22	-30%	-13%	-1%	-4%
5	Cc1cc(NC(=O)CN2CCN(S(=O)(=O)c3ccc(Cl)cc3)CC2)no1	2%	13%	-4	-19%	-1%	1%	10%
6	Cc1ccc(NC(=O)C(C)N2C(=O)c3ccccc3C2=O)cc1S(=O)(=O)N1CCOCC1 (stereo not drawn)	-12%	-2%	7	11%	-9%	-8%	7%
7	CCOc1ccccc1NC(=O)Nc1ccc(Br)cn1	-17%	0%	24	-1%	-3%	-7%	-7%
8	COc1ccc(C(=O)NCC(=O)NCC(=O)OCc2ccc(Cl)cc2)cc1	-11%	5%	14	3%	-1%	1%	4%
9	Cc1cc(NC(=O)c2ccco2)ccc1NC(=O)Cc1cccs1	-22%	-8%	-22	-13%	-4%	-3%	4%
10	CN1C(=O)N(C)C2C1NC(=O)N2C (stereo not drawn)	-5%	10%	1	8%	-22%	-11%	-13%
11	C/C(=N\NC(=O)Cc1ccc([N+](=O)[O-])cc1)c1cccnc1	-40%	8%	-9	1%	?	-8%	14%
12	COc1ccccc1N(CC(=O)N1CCN(c2ccc(F)cc2)CC1)S(=O)(=O)c1ccc(C)cc1	-5%	4%	29	?	?	-2%	-2%
13	CCOc1ccc(N2CC(C(=O)NCCN3C(=O)S/C(=C\c4cccnc4)C3=O)CC2=O)cc1 (stereo not drawn)	38%	2%	?	-16%	?	-17%	-1%
14	Cn1c(-c2cccc3ccccc23)n[nH]c1=S	-21%	-14%	-10	38%[activator]	?	?	38%[activator]
15	CN(c1ccccc1)S(=O)(=O)c1ccc2[nH]c(=O)[nH]c2c1	-19%	0%	26	-27%	-13%	-3%	1%
16	O=C(O)c1cc2ccccc2c2cc(Br)ccc12	-20%	1%	-14	3%	0%	-11%	-11%
17	Cc1cccc(N2CCN(C(=O)CN3C(=O)COc4ccc(S(=O)(=O)N5CCCC5)cc43)CC2C)c1 (stereo not drawn)	·	·	-20	·	-1%	4%	·
18	COc1cccc(C2=CC(=O)C[C@H](c3ccc(F)cc3)C2)c1	-6%	·	?	14%	9%	1%	-1%
19	O=C(CCCCCBr)N1CCC(CC2CC(c3ccc(Cl)cc3)=NO2)(C(=O)NCC2CCCCC2)CC1 (stereo not drawn)	159%[activator]	-5%	-2	2%	-15%	-1%	9%
20	CCOC(=O)Cc1cc(OC)c(OC)cc1Cc1cc(OC)c(OC)cc1CC(=O)OCC	142%[activator]	0%	56	-5%	-15%	-11%	-1%
21	CCCNC(=O)C(Cc1ccccc1F)NC(=O)c1ccccn1 (stereo not drawn)	-10%	·	-20	9%	1%	2%	93%[activator]
22	COc1ccc(CNC(C)C2COc3ccccc3O2)c(OC)c1 (stereo not drawn)	-2%	-4%	-8	-6%	2%	-4%	?
23	COC(=O)c1ccc(NC(=O)CN(Cc2ccccc2)S(=O)(=O)c2ccc(Cl)cc2)cc1	·	·	-24	·	-4%	2%	·
24	COc1ccc(-c2csc(NC(=O)CSc3nc(C)cs3)n2)cc1	·	·	28	-3%	·	6%	-21%
25	O=C(NC(=S)Nc1cccc2cc(O)ccc12)c1ccco1	-39%	-1%	-6	-11%	10%	-1%	17%
26	CC(Cc1ccccc1)N(C)CC1C(=O)C2CCC1C2 (stereo not drawn)	·	·	-2	22%	·	-4%	-12%
27	Clc1ccc(COc2ccccn2)c(Cl)c1	-8%	3%	-33	13%	?	0%	7%
28	CCCc1c(-c2ccc(O)cc2)nn(-c2ccc(O)cc2)c1-c1ccc(O)cc1	-43%	6%	·	?	7%	7%	6%
29	Cc1cc(C)n(CC(=O)N2CCCC(C(=O)c3cccc(OC(C)C)c3)C2)n1 (stereo not drawn)	45%	1%	-39	-13%	7%	1%	0%
30	O=C(c1ccc(N2CCN(C3CC(=O)N(c4ccc(F)cc4)C3=O)CC2)cc1)c1cccnc1 (stereo not drawn)	82%[activator]	0%	·	·	-3%	·	·
31	COc1ccc(N2CC(C(=O)N[C@@H](C)C(=O)NC3CCCCC3)CC2=O)cc1 (stereo partly drawn)	-7%	0%	-24	6%	-8%	2%	-1%
32	O=C(COc1ncnc2ccc(Br)cc12)N1CCOCC1	-13%	6%	54	13%	5%	-3%	11%
33	CN(C)CC1CCCCC1OC(=O)c1ccc(S(=O)(=O)N(C)c2ccccc2)cc1 (stereo not drawn)	87%[activator]	-3%	-33	-3%	-1%	0%	-9%
34	Cc1ccc(-n2c(N)c(C#N)c(-c3ccccc3)c(C#N)c2=O)cc1	-17%	0%	-7	3%	2%	-10%	-4%
35	CC(C)OCCCNC(=O)C(C)Oc1ccccc1 (stereo not drawn)	-12%	-2%	33	13%	?	-4%	4%
36	COc1ccccc1NC(=O)CSc1nc2ccccc2n1C(C)=O	?	1%	?	-8%	-10%	-19%	4%

# Whole records, looked up by structure. Order of screens: AmpC inh no detg | LmPK inhibitor | HCMV antiviral | HCV inh | AmpC detergent | Tb PYK inh | AMA1 RON2 block
# CN(C)CC1CCCCC1OC(=O)c1ccc(S(=O)(=O)N(C)c2ccccc2)cc1 (stereo not drawn) across the screens: 87%[activator] | -3% | -33 | -3% | -1% | 0% | -9%
# Cc1cc(C)n(CC(=O)N2CCCC(C(=O)c3cccc(OC(C)C)c3)C2)n1 (stereo not drawn) across the screens: 45% | 1% | -39 | -13% | 7% | 1% | 0%
# CCCc1c(-c2ccc(O)cc2)nn(-c2ccc(O)cc2)c1-c1ccc(O)cc1 across the screens: -43% | 6% | · | ? | 7% | 7% | 6%

# The main list resumes with the 2 entries that preceded the break.
item	compound	AmpC inh no detg	LmPK inhibitor	HCMV antiviral	HCV inh	AmpC detergent	Tb PYK inh	AMA1 RON2 block
35	CC(C)OCCCNC(=O)C(C)Oc1ccccc1 (stereo not drawn)	-12%	-2%	33	13%	?	-4%	4%
36	COc1ccccc1NC(=O)CSc1nc2ccccc2n1C(C)=O	?	1%	?	-8%	-10%	-19%	4%
37	CCN(CCCNC(=O)CCCOc1cc(=O)n(C)c2ccccc12)Cc1ccccc1	-1%	1%	141	-1%	9%	6%	-6%
38	CN1CCN(C(=O)c2ccc(CSc3ccc(Cl)cc3)cc2)CC1	178%[activator]	1%	-15	?	1%	3%	1%
39	O=C(c1ccc2nc(Cc3cccc(Cl)c3)oc2c1)N1CCC(CO)CC1	135%[activator]	9%	-35	-6%	-10%	-3%	0%
40	Cc1cccc(CNC(=O)c2cnc3c(-c4cccc(C)c4)c(C)nn3c2C)c1	·	·	-34	·	1%	-1%	·
41	CC(=O)Nc1cc(-c2ccccc2F)cn2c(-c3cccc(C(F)(F)F)c3)cnc12	·	·	1	·	·	-1%	3%
42	Cc1cccc(N2N=C(C(=O)N3CC(=O)Nc4ccccc43)CCC2=O)c1	-56%	-3%	?	10%	-3%	-10%	3%
43	Nc1nc2ccccc2n1C(=O)c1ccc(F)cc1	-29%	25µM*	-38	-1%	1%	-10%	106%[activator]
44	Cc1cc(Cn2nnnc2-c2ccncc2)cc(C)c1O	-1%	4%	26	0%	-11%	3%	4%
45	O=C(CCc1ccccc1)Nc1ccccc1	-1%	1%	-35	11%	-4%	-15%	-4%
46	CC1(C(=O)N/N=C/c2ccc([N+](=O)[O-])o2)CC1(Br)Br (stereo not drawn)	-4%	-2%	-60*	?	-6%	6%	9%
47	COCCNC(=O)C(C)Oc1ccc(Cl)cc1Cl (stereo not drawn)	3%	10%	38	12%	?	2%	-13%
48	O=[N+]([O-])c1cc([N+](=O)[O-])c(Oc2cc(F)cc(F)c2F)cc1NN1CCCCC1	-24%	4%	-6	20%	-8%	-10%	-19%
49	Cc1ccc2[nH]c3c(=O)n(Cc4ccccn4)cnc3c2c1	-15%	1%	-4	1%	-5%	9%	0%
50	Cc1ccc(NC(=O)COC(=O)CC2CCCC2)cc1F	-22%	·	?	10%	·	-5%	-1%
51	Cc1cc2ccccc2c(=O)n1CC(=O)NCC(=O)N1CCN(c2ccccc2)CC1	0%	1%	30	-23%	-9%	-3%	-1%
52	Cc1ccc(C(=O)NCC(=O)OCC(=O)N2CCCc3ccccc32)cc1	-10%	-5%	-2	13%	2%	7%	16%
53	CCOC(=O)C1(Cc2ccccc2C)CCCN(C(=O)c2ccc3nccnc3c2)C1 (stereo not drawn)	105%[activator]	-3%	-9	-6%	3%	-4%	2%
54	CCN(CC)S(=O)(=O)c1ccc(C)c(N=C=S)c1	-6%[11.4 µM]	6%	-27	-14%	2%	0%	24%
55	Cc1cc(NC(=O)CCCN2C(=O)/C(=C/c3ccccc3Cl)SC2=S)no1	-43%	-8%	?	·	0%	4%	-4%
56	O=C(Nc1ccc(Oc2cccnc2)cc1)c1ccc([N+](=O)[O-])cc1	-8%	4%	-17	?	1%	1%	10%
57	CCN1CCCC1CNC(=O)Cn1cc2c(n1)CCC(C)C2 (stereo not drawn)	?	-1%	8	8%	?	-4%	24%
58	Cc1nn(C)c(C)c1NC(=O)COc1ccccc1C#N	-6%	·	17	1%	·	30%	-2%
59	O=c1c2ccccc2cnn1Cc1nnc(-c2cccs2)o1	-20%	-5%	-16	14%	1%	2%	45%[activator]
60	C=CCN1C(=O)/C(=C\c2ccc(OC(=O)c3ccco3)c(OC)c2)SC1=S	-38%	0%	-29	-15%	5%	-11%	-12%
61	O=C(NCCSc1c[nH]c2ccccc12)c1ccco1	-9%	5%	61	-4%	-7%	-3%	-2%
62	N#Cc1cnc2nc1NCCCCCCC2	·	·	17	·	·	6%	-10%
63	O=NN(CCF)C(=O)NC1CCS(=O)(=O)CC1	·	·	-1	·	·	-3%	1%
64	O=C(O)c1ccc2nc(CO)[nH]c2c1	5%	-2%	131	25%	-2%	1%	-3%
65	CC(=O)c1cccc(NC(=O)/C(=C\c2cccnc2)NC(=O)c2ccco2)c1	-19%	-1%	-11	-1%	-13%	-1%	7%
66	Cc1ccc(NC(=O)C2(C)CCN2CCc2ccccc2)cc1O (stereo not drawn)	·	·	17	·	·	-6%	7%
